PLAP inhibitors HTS – inhibition of human placental alkaline phosphatase – biochemical, luminescence, HTS (AID 690). inhibition, % at 20 µM, or IC50 in µM where a hit was titrated. 0.08% of 96,000 active. purified PLAP, luminescent substrate; higher % means a stronger effect; in the data active means a potency from the dose series; inactive means the rest, 99 in 100 with inhibition below about 30%; further: strong numbers were not always called active
IL1B NFkB pot – enhances IL-1B driven NFkB nuclear translocation; HUVEC IL-1B NFkB p65 nuclear translocation imaging; activation, % at 2 µM; 0.3% of 94,000 active;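 active means activation above 40%, about the mean plus 3 SD, also judged a hit on visual image review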;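 further: percent activation is computed from the nuclear over cytoplasmic p65 intensity ratio; values of inactives mirror those of a sister screen read the other way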
MRP resist rev – reverses drug resistance mediated by MRP | differential viability (reversal), % at 10 µM | 0.04% of 85,000 active | H69AR cells + 2 uM doxorubicin, CellTiter-Glo, 72 h;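 active means viability drop by adding the cancer drug above about 55%, with treated viability meeting a 40% cutoff, limit read from the data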;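 further: viability without doxorubicin minus viability with 2 µM doxorubicin for each compound; larger differential means the compound sensitizes cells more to doxorubicin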
Bcl-B TR3 displacers – displacers of TR3 peptide from Bcl-B, primary screen, selectivity assay for Bfl-1 inhibitor project, biochemical, fluorescence polarization; FP displacement of FITC-TR3 peptide from Bcl-B; higher % means a stronger effect; AID 748; 0.11% of 96,000 active; displacement, % at 20 µM, or IC50 in µM where a hit was titrated;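 active means displacement above 50% at 20 µM plus a fluorescence interference ratio under 1.5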;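 further: plate controls were wells without compound for no effect and wells lacking Bcl-B protein for full effect; a part of the inactive calls stands beside numbers as strong as those of hits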
IL1B NFkB inh – blocks IL-1B driven NFkB nuclear translocation in HUVEC cells. 0.43% of 94,000 active. inhibition, % at 2 µM. HUVEC IL-1B NFkB p65 nuclear translocation imaging;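 active means inhibition above about 30% together with a positive call from visual inspection of the well image, limit read from the data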;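 further: nuclear over cytoplasmic p65 intensity ratio measured by imaging; 0% = IL-1B stimulated DMSO wells and 100% = unstimulated DMSO wells; values of inactives mirror those of a sister screen read the other way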
MRP resist rev cytotoxicity – second read-out of MRP resist rev, no call of its own (marks repeat the call); viability, %; H69AR cells, CellTiter-Glo, 72 h; measured here: cytotoxicity without doxorubicin
MRP resist rev with doxorubicin – second read-out of MRP resist rev, no call of its own (marks repeat the call); viability, %; measured here: viability with 2 uM doxorubicin; active compounds read low
IL1B NFkB inh cell count 2 µM – recorded beside IL1B NFkB inh, whose call it bears; cell count; measured here: cells passing quality filter;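 raw number of nuclei counted in each imaged well without normalization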
IL1B NFkB pot cell count 2 µM – recorded beside IL1B NFkB pot, whose call it bears; cell count; measured here: cells passing quality filter
The depositor's hits bear a star; · = no result given. Some of the compounds tested; count on the stated rates, not on these rows.

canonical_smiles,IL1B NFkB inh cell count 2 µM,MRP resist rev cytotoxicity,IL1B NFkB pot cell count 2 µM,IL1B NFkB pot,IL1B NFkB inh,PLAP inhibitors HTS,MRP resist rev with doxorubicin,MRP resist rev,Bcl-B TR3 displacers
CCn1c(SCC(=O)Nc2ccc(NC(=O)c3ccco3)c(OC)c2)nc2ccccc2c1=O,202,10,202,-5,5,4%,21,-11,-2%
COc1cc(C2CC(=O)NC(SCC(=O)Nc3ccccc3C)=C2C#N)ccc1O (stereo not drawn),124,·,124,-24,24,-7%,·,·,-14%
O=C(c1ccco1)N1CCN(C2CC(=O)N(c3ccc4c(c3)OCO4)C2=O)CC1 (stereo not drawn),85,98,85,19,-19,-7%,81,17,-1%
CCOC(=O)CSc1nnc(-c2ccco2)n1C,109,93,109,23,-23,-14%,94,-1,0%
O=C(O)C1CC=CCC1C(=O)NCCc1ccccc1 (stereo not drawn),73,106,73,17,-17,26%,97,9,-2%
Cc1cccc(C(=O)NCCN2CCCC2)c1,74,94,74,-2,2,14%,88,6,-10%
O=C(COc1ccc2c(c1)C(=O)CC1(CCCCC1)O2)NCc1ccccc1,156,80,156,10,-10,11%,79,1,2%
N#Cc1nc(-c2cccs2)oc1NCC1CCCO1 (stereo not drawn),106,96,106,12,-12,10%,84,12,-8%
NC(=O)NC(=O)Nc1ccccc1Cl,127,79,127,31,-31,-11%,82,-4,-5%
CC1(C)CC(=O)C(C#N)=C(NCCCO)C1,158,104,158,12,-12,-3%,100,4,-9%
Cc1cc(C)cc(N2Cc3ccccc3C2)c1,169,79,169,23,-23,-14%,82,-3,-16%
O=C(CN1C(=O)c2cccc3cccc1c23)Nc1ccc(S(=O)(=O)N2CCOCC2)cc1,166,·,166,0,0,·,·,·,·
COc1ccc(OC)c(NC(=O)Nc2cccc(Cn3cccn3)c2)c1,79,84,79,4,-4,-72%,75,9,2%
C/C(Cl)=C\Cn1c(=O)c2c(nc3n2CCS3)n(C)c1=O,72,80,72,-5,7,7%,82,-2,3%
CC1=Nc2ccccc2/C1=C\c1nc(-c2ccc(F)cc2)oc1O,134,71,134,9,-9,26%,62,9,-5%
O=C(O)C1C2C=CC(O2)C1C(=O)NCCCn1ccnc1 (stereo not drawn),133,95,133,-5,5,-10%,104,-9,-11%
C/C(=N\OC(=O)c1cccc(C(F)(F)F)c1)c1sc(-c2ccccc2)nc1C,157,·,157,-6,6,-16%,·,·,1%
Cc1ccc(N(Cc2cc3ccccc3[nH]c2=O)C(=O)c2ccco2)c(C)c1,131,99,131,2,-2,15%,93,6,-8%
CCOc1ccc(C(=O)NC(=S)N(Cc2ccccc2)Cc2ccccc2)cc1,146,·,132,12,-13,-20%,·,·,-11%
Cc1nc(N(C)C)ncc1C(=O)O,150,91,150,7,-7,·,95,-4,·
CCN(CC)CC#CC(C)OCOCC#CCOC (stereo not drawn),122,102,122,7,-7,5%,85,17,8%
CC(=O)NCc1nc2ccccc2n1C(C)C,54,91,54,1,-1,-2%,89,2,1%
COc1ccc(Nc2nc(N)nc(CN(C)C3CCCCC3)n2)cc1,151,96,151,9,-9,-24%,101,-5,-6%
CCn1cc([N+](=O)[O-])c(C(=O)N2CCCC2)n1,169,·,169,24,-24,11%,·,·,-7%
Cc1cc(C)nc(NC(=O)CSc2nnnn2-c2ccccc2)n1,167,106,167,4,-4,21%,107,-1,3%
COc1ccc(C(OC(=O)c2c(C)noc2C)C(=O)NC2CCCC2)cc1 (stereo not drawn),122,93,122,-11,11,-4%,89,4,24%
c1ccc(OCc2nnc3sc(-c4cccs4)nn23)cc1,·,73,·,·,·,10%,81,-8,-3%
COC(=O)CSc1nc2ccc(C)cc2[nH]1,173,91,173,-2,2,-13%,80,11,11%
Cc1noc(C)c1S(=O)(=O)Nc1ccc(C(=O)N2CCc3ccccc3C2)cc1,180,·,180,4,-4,-7%,·,·,-16%
O=C(c1ccccc1)c1nnc(-c2ccccc2F)o1,88,102,88,-7,7,-1%,107,-5,-8%
Cc1c(C(=O)Nc2ccc(OCc3ccccc3)cc2)cccc1[N+](=O)[O-],138,·,138,-1,1,-17%,·,·,-1%
CC(=O)Nc1cccc(C(=O)OC(C(=O)c2ccc(C)c(C)c2)c2ccccc2)c1 (stereo not drawn),152,·,152,-2,2,6%,·,·,-5%
O=C(Cn1cnc2c(nnn2Cc2ccccc2F)c1=O)NCc1ccco1,·,81,·,·,·,-3%,89,-7,-2%
CSc1nsc(SCC(=O)N2CCc3ccccc32)n1,119,90,119,-1,1,5%,90,0,-3%
CCCCc1nc2n[nH]c(N)c2c2c1CSC(C)(C)C2,110,78,110,-7,7,-6%,72,7,-2%
COc1nc2c(C)cccc2cc1-c1noc(-c2ccco2)n1,147,55,147,5,-5,27%,57,-3,-84%
Cc1cc(C)c2c(N)c(C(=O)NCc3ccco3)sc2n1,136,·,136,1,-1,·,·,·,·
COc1ccc(CNC(=O)C(c2ccc(C)cc2)N(Cc2cccs2)C(=O)c2ccc3c(c2)OCCO3)cc1 (stereo not drawn),100,·,100,11,-11,-6%,·,·,-6%
CCn1c(/C=C/c2ccc([N+](=O)[O-])o2)nc2ccccc2c1=O,153,7,153,-10,10,-2%,12,-5,-46%
Cc1cc(NC(=O)c2cnc3ccccn3c2=O)no1,140,99,140,-6,6,·,89,9,·
CCc1ccc(C(=O)NCc2cccs2)s1,·,89,·,·,·,21%,81,8,-10%
CCCCn1nc2cc(C(=O)NCc3ccc4c(c3)OCO4)ccc2c1OCC,164,·,164,-3,3,-36%,·,·,-6%
CCC1(C)CC(c2csc(N)n2)CCO1 (stereo not drawn),65,96,65,0,0,8%,90,6,-7%
CC(C)(C)c1nc(SCC(=O)Nc2ccc(N3CCOCC3)cc2)c2ccccc2n1,129,45,129,-7,7,-6%,57,-12,-8%
Cc1cc(C)cc(NC(=O)c2cccc(NC(=O)C3C4CC5OC(=O)C3C5C4)c2)c1 (stereo not drawn),188,90,188,4,-4,0%,89,1,1%
Cn1c(SCc2nc3ccccc3s2)nnc1-c1cccs1,·,81,·,·,·,5%,74,8,-29%
COC(=O)N/N=C(\C)c1ccc(Br)cc1,165,106,165,12,-12,24%,97,8,9%
CC(=O)Oc1ccc(OC(C)=O)c(SCCCCCN2CCOCC2)c1,151,·,151,-5,5,-6%,·,·,2%
C=CCOc1ccc(/C(O)=C2/C(=O)C(=O)N(CCN3CCOCC3)C2c2ccc(C)cc2)cc1 (stereo not drawn),136,93,136,12,-12,-50%,85,8,-2%
CCOc1ccc(NC(=O)CSc2nc3ccccc3c(=O)n2CCCC(=O)N2CCCC2)cc1,141,42,141,0,0,-3%,45,-2,23%

(cont.)
canonical_smiles,IL1B NFkB inh cell count 2 µM,MRP resist rev cytotoxicity,IL1B NFkB pot cell count 2 µM,IL1B NFkB pot,IL1B NFkB inh,PLAP inhibitors HTS,MRP resist rev with doxorubicin,MRP resist rev,Bcl-B TR3 displacers
COc1ccc(C(=O)N(CN2CCCC2=O)c2ccccc2OC)cc1OC,134,·,134,18,-18,-9%,·,·,-1%
Cc1cc(NC(=O)CCSc2nc(-c3ccco3)cc(C(F)(F)F)n2)no1,87,69,87,-5,5,24%,71,-2,-16%
Cc1nc(N2CCN(Cc3ccccc3)CC2)[nH]c(=O)c1C,149,83,149,25,-26,-20%,80,4,-3%
COc1ccc(C2/C(=C(\O)c3ccc4c(c3)OCCO4)C(=O)C(=O)N2CCCN(C)C)c(OC)c1 (stereo not drawn),·,108,·,·,·,-20%,87,20,3%
CCCC(=O)Nc1ccc(NC(=O)c2ccccc2Cl)nc1,120,51,120,10,-10,2%,90,-39,2%
CC(=O)Nc1nonc1NC(=O)CSc1ncn[nH]1,109,87,109,-4,4,-35%,91,-4,13%
COC(=O)c1ccc(CSc2nnc(SCc3ccc(C(=O)OC)o3)s2)o1,158,80,158,23,-23,7%,75,4,3%
Cc1ccc(S(=O)(=O)N2CCC(C(=O)NCCc3ccccc3)CC2)cc1,144,101,144,-6,6,16%,88,14,4%
N#CC1(c2ccccc2)CCCN1C(=O)c1ccccc1Cl (stereo not drawn),182,112,182,-1,1,24%,100,12,-4%
CCC(C)NCCCCOc1ccc(C)cc1[N+](=O)[O-] (stereo not drawn),166,·,166,-1,1,42%,·,·,0%
COc1ccc(C2/C(=C(/O)c3ccccc3)C(=O)C(=O)N2c2ccccn2)c(OC)c1 (stereo not drawn),148,88,148,10,-10,-15%,111,-22,-11%
Cc1ccc(C2CC(=O)N3CN(Cc4ccco4)CSC3=C2C#N)cc1 (stereo not drawn),102,83,102,-8,8,-24%,69,14,1%
O=C(NCc1ccccn1)C1CCN(S(=O)(=O)c2cccs2)CC1,132,81,132,-1,1,2%,87,-6,-14%
COC(=O)c1ccccc1NC(=O)CNC(=O)c1ccco1,100,103,100,21,-21,4%,93,10,-8%
CC1CCc2nn(CC(=O)NCc3ccco3)cc2C1 (stereo not drawn),·,85,·,·,·,9%,88,-2,-2%
Cc1ccc(C(=O)N/C(=C/c2ccc(-c3cc(C(F)(F)F)ccc3Cl)o2)C(=O)NCc2cccnc2)cc1,110,·,110,-9,9,-10%,·,·,1%
CCC(=O)Nc1ccc(N2CCN(C(=O)c3ccccc3C)CC2)cc1,124,108,124,17,-17,7%,76,32,9%
Cc1cc(NC(=O)C23CCC(C)(c4nc5cc(Cl)c(Cl)cc5nc42)C3(C)C)no1 (stereo not drawn),108,83,108,7,-7,·,75,8,·
COc1ccc(S(=O)(=O)N2CCC(C(=O)N3CCOCC3)CC2)cc1,98,·,98,-3,3,·,·,·,·
CN(C)c1ccc(NC(=O)CN2CCC(N3CCCCC3)CC2)cc1,160,·,160,19,-19,-12%,·,·,-1%

Three entries already listed, ordered by number of heavy atoms, high to low.
canonical_smiles,IL1B NFkB inh cell count 2 µM,MRP resist rev cytotoxicity,IL1B NFkB pot cell count 2 µM,IL1B NFkB pot,IL1B NFkB inh,PLAP inhibitors HTS,MRP resist rev with doxorubicin,MRP resist rev,Bcl-B TR3 displacers
COc1ccc(C2/C(=C(\O)c3ccc4c(c3)OCCO4)C(=O)C(=O)N2CCCN(C)C)c(OC)c1 (stereo not drawn),·,108,·,·,·,-20%,87,20,3%
Cc1ccc(C2CC(=O)N3CN(Cc4ccco4)CSC3=C2C#N)cc1 (stereo not drawn),102,83,102,-8,8,-24%,69,14,1%
CC(=O)Nc1nonc1NC(=O)CSc1ncn[nH]1,109,87,109,-4,4,-35%,91,-4,13%
